Screens deposited in PubChem BioAssay by several laboratories.
PGE2 EP2 inh: human EP2 receptor antagonists, primary screen, TR-FRET cAMP, C6 glioma cells; C6 glioma cells expressing human EP2; cells stimulated with saturating PGE2; inhibition, % at 25 µM; 260,000 tested, 0.52% active; AID 1422, 2008;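 active = percent inhibition above 40 after rounding to a whole number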;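 also: rat C6 glioma host cells with rolipram phosphodiesterase inhibitor present; the protocol text gives 20 µM as final concentration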
NPY-Y2 PAM-ag: NPY-Y2 potentiators or agonists, primary screen, cell-based. Neuropeptide Y receptor type 2 (Homo sapiens), P49146. cells expressing NPY-Y2, potentiator/agonist read-out. activation, % at 3.6 µM. 220,000 tested, 0.45% active. AID 1359, 2008; in the data active = activation above about 27%;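 also: cells stimulated with NPY near EC25 plus isoproterenol at EC100; 0% = vehicle plus submaximal agonist and 100% = vehicle plus saturating agonist; some results beyond the cut were filed as inactive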
p97 ATPase inh: inhibitors of human p97 ATPase, primary screen, biochemical; Transitional endoplasmic reticulum ATPase (Homo sapiens), P55072; recombinant p97 ATPase, Kinase-Glo ATP luminescence, 3 h; inhibition, % at 8 µM; 220,000 tested, 0.42% active; in the data active = inhibition above about 15%;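 also: 0% = DMSO vehicle and 100% = wells lacking enzyme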
Target sequence (P55072 whole entry, looked up): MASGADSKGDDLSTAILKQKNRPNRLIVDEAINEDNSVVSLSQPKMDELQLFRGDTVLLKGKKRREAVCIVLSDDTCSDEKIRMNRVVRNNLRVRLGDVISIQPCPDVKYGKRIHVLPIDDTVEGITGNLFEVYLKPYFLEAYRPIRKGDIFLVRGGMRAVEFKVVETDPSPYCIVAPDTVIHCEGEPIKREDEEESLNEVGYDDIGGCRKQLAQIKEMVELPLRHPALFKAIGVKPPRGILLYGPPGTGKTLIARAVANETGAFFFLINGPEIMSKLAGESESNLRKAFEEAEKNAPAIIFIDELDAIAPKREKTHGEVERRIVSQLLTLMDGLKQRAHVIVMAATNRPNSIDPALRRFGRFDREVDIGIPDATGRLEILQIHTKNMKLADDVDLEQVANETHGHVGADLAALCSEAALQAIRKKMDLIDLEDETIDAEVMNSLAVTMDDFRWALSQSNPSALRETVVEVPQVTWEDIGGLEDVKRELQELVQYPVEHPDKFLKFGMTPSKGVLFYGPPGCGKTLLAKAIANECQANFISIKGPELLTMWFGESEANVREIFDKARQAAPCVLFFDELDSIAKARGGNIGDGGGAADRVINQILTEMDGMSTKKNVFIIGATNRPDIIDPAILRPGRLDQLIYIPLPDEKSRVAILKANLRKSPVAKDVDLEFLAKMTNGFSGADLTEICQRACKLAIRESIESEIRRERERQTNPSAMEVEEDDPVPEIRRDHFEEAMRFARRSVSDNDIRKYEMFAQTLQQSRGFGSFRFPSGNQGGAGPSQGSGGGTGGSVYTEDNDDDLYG
S1P4 ag: S1P4 receptor agonists, primary screen, cell-based | activation, % at 4.98 µM | S1P4-expressing cell line, agonist reporter assay | 220,000 tested, 0.35% active | Sphingosine 1-phosphate receptor 4 (Homo sapiens), O95977; in the data active = activation above about 11%;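 also: 0% = DMSO vehicle and 100% = reference agonist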
NPY1 pot ag: NPY-Y1 receptor potentiators or agonists, primary screen, cell-based | activation, % at 3.6 µM | 220,000 tested, 0.37% active | Neuropeptide Y receptor type 1 (Homo sapiens), P25929 | AID 1304, 2008 | NPY-Y1 expressing cells, potentiator/agonist activation; in the data active = activation above about 33%, passing the limit was not always enough;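 also: cells stimulated with NPY at EC10 then isoproterenol at EC100; 0% = low agonist plus stimulus and 100% = saturating agonist plus stimulus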
EP2 mod: EP2 receptor modulators, cAMP readout, primary screen, cell-based, HTRF cAMP, PGE2 stimulation | Prostaglandin E2 receptor EP2 subtype (Homo sapiens), P43116 | EP2-expressing cells, cAMP HTRF FRET, PGE2 co-stimulation | induction, % at 25 µM | 260,000 tested, 0.83% active | AID 940, 2007;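 active = compounds whose cAMP rise, as percent of the full-agonist control response, exceeds 60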;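 also: rat C6 glioma line stably carrying human EP2 under a CMV promoter; the protocol text gives 20 µM as final concentration; 100% = response of wells given 1 µM PGE2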
eIF4E 4G PPI: eIF4E–eIF4G protein interaction inhibitors, primary screen, biochemical, uHTS, TR-FRET, eIF4GI fragment; Eukaryotic translation initiation factor 4E (Mus musculus) + Eukaryotic translation …; inhibition, % at 21.7 µM; AID 782, 2007; TR-FRET eIF4E-eIF4GI(517-606) binding, 2 h; 220,000 tested, 0.37% active;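 active = inhibition above about 30%, limit read from the data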;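 also: 0% = full FRET control wells and 100% = background wells lacking eIF4GI fragment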
NPY Y1 blocker: NPY-Y1 receptor antagonists, primary screen, cell-based. Neuropeptide Y receptor type 1 (Homo sapiens), P25929. HEK293-CNG Y1 cells, membrane potential fluorescence; NPY at EC95, then isoproterenol. inhibition, % at 3.6 µM. 200,000 tested, 1% active. AID 1040, 2008;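 active = inhibition above the campaign mean inhibition of all tested compounds plus 3 SD, cut at about 20% in these data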;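 also: 0% = DMSO wells given NPY plus isoproterenol and 100% = isoproterenol alone without NPY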
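material = HEK293 cells with Y1 receptor plus CNG channel | also added = NPY 25 nM then isoproterenol 1 µM plus Ro 20-1724 25 µM | schedule = dye 3 h, compound 60 min room temperature, stimulation 45 min | measured by = membrane potential fluorescence | benchmarks = high control isoproterenol alone, low control NPY with isoproterenol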
S1P4 antagonist: S1P4 receptor antagonists, primary screen, cell-based. Sphingosine 1-phosphate receptor 4 (Homo sapiens), O95977. S1P4-expressing cells, antagonist mode, reporter read-out. inhibition, % at 4.98 µM. 220,000 tested, 0.26% active. AID 1510, 2009; in the data active = inhibition above about 29%;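 also: 0% = wells stimulated with agonist and 100% = vehicle wells without agonist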
Starred values were filed as active, the others as inactive; x = not tested or not shown; & = joins results of further samples; [ ] = another dose, or the depositor's remark. An excerpt, so the mix of outcomes need not match the whole.

SMILES	PGE2 EP2 inh	NPY-Y2 PAM-ag	p97 ATPase inh	S1P4 ag	NPY1 pot ag	EP2 mod	eIF4E 4G PPI	NPY Y1 blocker	S1P4 antagonist
CC(/C=N/N1CCN(c2ccccn2)CC1)=C\c1ccccc1	8	-1	4	11*	21	-13	2	5	-1
O=C(O)C1CN(c2nc(Cl)ccc2[N+](=O)[O-])C1	7	5	5	0.3	6	13	0	6	-6
Cc1ccc([N+](=O)[O-])cc1NC(=O)C[n+]1ccccc1	6	-4	6	-0.5	27	16	-3	-2	2
Cc1ccc(C(=O)N/N=C/c2ccc([N+](=O)[O-])s2)cc1	-2	-26	3	1.8	15	-31	-4	-2	-13
CCOc1cc(/C=N/NC(=O)c2cccnc2)ccc1OCC(=O)N(C)C	4	-9	6	0.7	17	9	0	3	-20
O=S(=O)(c1ccc(Cl)c(Cl)c1)c1snnc1-c1ccccc1	18	-6	23*	-0.4	-30	46	4	4	56*
COc1cc2c(cc1NC(=O)COC(=O)/C=C/c1ccccc1)oc1ccccc12	5	4	1	6.3	-2	4	1[fluorescence artefact?]	-4	-16
Cc1nc2sc3c(c2c(=O)[nH]1)CCCCC3	7	-10	6	1.7	8	-23	1	x	-17
O=C(O)Cc1ccc(NC(=O)c2cccs2)cc1	5	13	-5	-1.3	-15	-1	-3	5	-2
COc1ccc(F)cc1S(=O)(=O)N1CCC(C(N)=O)CC1	5	-5	6	-2.0	4	12	5	2	-18

For reference, some entries already given.
SMILES	PGE2 EP2 inh	NPY-Y2 PAM-ag	p97 ATPase inh	S1P4 ag	NPY1 pot ag	EP2 mod	eIF4E 4G PPI	NPY Y1 blocker	S1P4 antagonist
Cc1ccc(C(=O)N/N=C/c2ccc([N+](=O)[O-])s2)cc1	-2	-26	3	1.8	15	-31	-4	-2	-13
CCOc1cc(/C=N/NC(=O)c2cccnc2)ccc1OCC(=O)N(C)C	4	-9	6	0.7	17	9	0	3	-20
O=S(=O)(c1ccc(Cl)c(Cl)c1)c1snnc1-c1ccccc1	18	-6	23*	-0.4	-30	46	4	4	56*

Additional results follow.
SMILES	PGE2 EP2 inh	NPY-Y2 PAM-ag	p97 ATPase inh	S1P4 ag	NPY1 pot ag	EP2 mod	eIF4E 4G PPI	NPY Y1 blocker	S1P4 antagonist
COc1ccccc1CN1C(=O)[C@@H]2C(CC(N)=O)NC3(C(=O)Nc4c3ccc(Cl)c4C)[C@@H]2C1=O (stereo not given in full)	8	12	1	0.9	16	-4	-9	0	-23
O=C(NCc1cccs1)C1CCCN1C(=O)Nc1cccc(F)c1 (stereo not given)	8&10	2	-1	-1.9	4	3&3	2	-5	3
CCOC(=O)C(=Cc1cn(C)c2ccc(S(=O)(=O)N(C)C)cc12)C(=O)OCC	12	-7	-3	0.1	-20	9	1	0	-24
CN(C)CC1CCCCC1OC(=O)c1ccc(Br)cc1 (stereo not given)	5	-9	5	-0.4	-11	-35	-2	14	3
CNC(=O)c1cc2ccc(OC)cc2oc1=O	3	7	-1	-1.5	-13	16	8	-1	-12
C=CCn1c(-c2ccc3[nH]c(C)c(C)c3c2)n[nH]c1=S	8	-1	0	1.6	18	22	32*	-4	-23
Cc1nnc(NC(=O)C2CCN(c3cnccn3)CC2)s1	1	-13	-6	-0.9	6	38	-3	0	-9
COc1ccc(-c2nc3cc(C)ccn3c2NCC2CCCO2)cc1OC (stereo not given)	15	-14	-7	-2.8	9	x	x	-2	-3
Cc1ccccc1Nc1nc(N)nc(CSc2n[nH]c(N)n2)n1	14	7	8	-0.7	16	-1	-1	x	4
Cc1cccc(NC(=O)c2ccc(S(=O)(=O)C(F)F)cc2)c1C	4	-3	-5	-2.0	14	-24	-2	9	-7
Nc1cc(=O)[nH]c(SCC(=O)NNC(=O)Cc2ccccc2)n1	6	10	2	-1.7	3	11	3	16	-4
Cc1ccc(OCC(=O)Nc2cccc3nsnc23)c(C)c1	14	10	2	2.8	-2	29	0[fluorescence artefact?]	1	3
Fc1ccc2[nH]c3c(N4CCN(c5ccccc5)CC4)ncnc3c2c1	88*	2	9	-0.2	-13	-44	-5	3	-13
O=C(CSc1nc2ccccc2s1)Nc1cc(S(=O)(=O)N2CCOCC2)ccc1O	6	-6	17*	1.4	-10	0	-2	-2	6
O=C1C=CC(=O)N1c1ccc(I)cc1Cl	3	-3	6	-0.6	-3	32	-5	x	-11
Cc1ccc(NC(=O)COC(=O)Cn2c(C)csc2=O)cc1	15	-21	3	0.0	5	-38	-3[fluorescence artefact?]	6	-3
CC(NC(=O)C1(S(=O)(=O)c2ccc(Cl)cc2)CC1)c1ccccc1 (stereo not given)	10	-13	-3	-0.1	-9	32	-6	9	-10
CC(C)C[C@H](NC(=O)c1nc[nH]c1C(=O)NC(c1ccccc1)c1ccccc1)C(=O)OCc1ccccc1	9	-4	-1	-0.5	3	10	-1	3	15
Cc1ccc(-n2ncc(-c3nn[nH]n3)c2N)cc1	3	-13	4	0.1	6	-1	-5	x	14
N#Cc1c2c(c(-n3cnc4ccccc43)n3c1nc1ccccc13)CCC2	13	0	2	1.5	10	-16	-10	2	-12

Some of these compounds in order of the EP2 mod value, falling:
Compound	NPY-Y2 PAM-ag	p97 ATPase inh	S1P4 ag	NPY1 pot ag	EP2 mod	eIF4E 4G PPI	NPY Y1 blocker	S1P4 antagonist
Cc1ccc(OCC(=O)Nc2cccc3nsnc23)c(C)c1	10	2	2.8	-2	29	0[fluorescence artefact?]	1	3
CNC(=O)c1cc2ccc(OC)cc2oc1=O	7	-1	-1.5	-13	16	8	-1	-12
Nc1cc(=O)[nH]c(SCC(=O)NNC(=O)Cc2ccccc2)n1	10	2	-1.7	3	11	3	16	-4
CC(/C=N/N1CCN(c2ccccn2)CC1)=C\c1ccccc1	-1	4	11*	21	-13	2	5	-1
Cc1nc2sc3c(c2c(=O)[nH]1)CCCCC3	-10	6	1.7	8	-23	1	x	-17
Fc1ccc2[nH]c3c(N4CCN(c5ccccc5)CC4)ncnc3c2c1	2	9	-0.2	-13	-44	-5	3	-13

Looked up above.
For S1P4 antagonist, `Cc1ccc(NC(=O)COC(=O)Cn2c(C)csc2=O)cc1` is entered as -3
For PGE2 EP2 inh, `O=C1C=CC(=O)N1c1ccc(I)cc1Cl` is entered as 3
For NPY1 pot ag, `CC(NC(=O)C1(S(=O)(=O)c2ccc(Cl)cc2)CC1)c1ccccc1` (stereo not given) is entered as -9
For EP2 mod, `Cc1ccc(-n2ncc(-c3nn[nH]n3)c2N)cc1` is entered as -1

The results go on.
SMILES	PGE2 EP2 inh	NPY-Y2 PAM-ag	p97 ATPase inh	S1P4 ag	NPY1 pot ag	EP2 mod	eIF4E 4G PPI	NPY Y1 blocker	S1P4 antagonist
Cc1onc(-c2ccccc2Cl)c1C(=O)N1CCN=C1SCc1cccnc1	18	6	10	2.0	-12	19	6	-2	-12
COc1cc(C(=O)OC2CCN(C)CC2)cc(OC)c1OC	13&14	10	5	1.8	6	9&-8	4	7	5
CCOC(=O)c1cnn(-c2nc(-c3cccc(F)c3)cs2)c1C(F)(F)F	8	-40	-4	-3.1	-38	45	1	8	-5
CC(OC(=O)CCc1nc2ccccc2[nH]c1=O)C(=O)c1ccccc1 (stereo not given)	7&12	-6	1	2.0	-4	26&15	7	-2	6
COc1ccc(-c2nnc(SCc3nc4ccccc4s3)n2C(C)C)cc1	10	-20	-4	1.4	-17	-4	-4	6	19
COc1ccccc1NC(=S)N1C2CCC1CC(NC(=O)NC13CC4CC(CC(C4)C1)C3)C2 (stereo not given)	8	-8	3	1.1	-10	-22	-10	-6	0
O=c1[nH]c(CSc2ncc(C(F)(F)F)cc2Cl)nc2cc(C(F)(F)F)ccc12	14	-2	2	-2.0	3	12	-3	x	-8
O=C(O)CCCN1C(=O)/C(=C\c2ccco2)SC1=S	8	-7	6	1.0	0	74*	0	0	-3
Cc1nn(-c2ccccc2)c(Cl)c1C(=O)NCC(C)C	11	5	8	0.7	0	9	4	3	-7
COc1ccc(-n2nc([N+](=O)[O-])c(=NCc3ccc4c(c3)OCO4)n2O)cc1	3	-1	-4	-0.8	15	-27	-8	3	0
Cc1nn(C(=O)C(C)N2C(=O)c3ccccc3C2=O)c(C)c1Br (stereo not given)	10	1	1	-0.9	-2	-22	-6	4	12
CCCn1c(Nc2ccccc2C)nc2ccccc21	6	-10	1	-0.2	-13	15	2	4	2
CN1C(=O)c2ccccc2C(C(=O)O)C1c1cn(C)c2ccccc12 (stereo not given)	7	-1	2	0.9	8	16	3	-4	-4
N#CCCN(CCN1CCCC1)S(=O)(=O)c1ccc(-c2ccc([N+](=O)[O-])cc2)cc1	10	3	2	0.4	18	-52	4	0	17
Cc1ccc(S(=O)(=O)N(Cc2n[nH]c(=S)n2-c2ccccc2)c2cccc(Cl)c2)cc1	2	-3	0	0.7	3	22	0	3	15
Cc1ccc2cc(CN(Cc3ccco3)S(=O)(=O)c3c(C)ccc4nsnc34)c(=O)[nH]c2c1	6	-5	-6	0.8	0	0	-3	3	-5
N/C(Cc1nc(-c2ccc(Br)cc2)cs1)=N\O	8	20	2	-0.5	3	-28	0	-4	-26
NNC(=O)C(=O)Nc1ccc(Cl)c(Cl)c1	3	-36	5	0.6	12	-22	-2	x	-2
Cc1ccc(S(=O)(=O)N/N=C\c2ccc([N+](=O)[O-])o2)cc1	10	2	5	-0.7	-17	8	-8	-1	-3
CCOCCCNc1nc2c(c(=O)[nH]c(=O)n2C)n1CCCc1ccccc1	8	-3	-6	0.6	-8	16	-1[fluorescence artefact?]	-1	-16
CCOC(=O)c1c(C)[nH]c(C(=O)CN2C(=O)NC3(CCCC3)C2=O)c1C	11	21	4	-0.4	29	-16	-3	x	17
O=C(/C=C/c1cc([N+](=O)[O-])ccc1OC(F)F)NCc1ccc(Cl)cc1	13	5	-2	2.4	10	-50	-10	-4	-20
Cc1ccccc1OC(=O)Cn1c(C(F)(F)F)nc2ccccc21	x	-34	-8	2.1	-5	17	0	16	-2
Cc1nn(CCOc2ccccc2)c(=O)n1-c1c(F)cccc1F	0	5	-1	-2.1	2	5	-13	-3	1
CCc1nc(SCC(=O)N2CCCC2)c2ccccc2n1	9	10	9	2.0	3	17	3	-3	-5
COc1ccc(NC(=O)CSc2nnc(N)n2CC(=O)Nc2ccc(OC)cc2)cc1	3	1	7	-0.1	20	-8	4	-1	-8
Cc1csc(NC(=O)C2CCCN(S(=O)(=O)c3cccnc3)C2)n1 (stereo not given)	7	-2	1	-0.9	9	-7	6[fluorescence artefact?]	2	-12
